Screens from PubChem.
Lipid storage S3: qHTS Assay for Lipid Storage Modulators in Drosophila S3 Cells. 0.64% of 320,000 active. Potency in µM for hits, for the others lipid storage change, negative = inhibition, % at the top dose, mostly 46.1 µM. Drosophila S3 cells, BODIPY lipid droplet fluorescence, 18-24 h; cells fed with added oleic acid; active = well fitted inhibition curve with a large enough effect in the signal ratio, with a control signal flat, not every such curve was filed as active; inconclusive = small, poorly fitted or top-dose-only effect, or effect the other way, or a change in a side signal; the % refers to the signal ratio
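Drosophila S3 cells loaded with oleic acid (400 uM, as added) and compounds at several concentrations; lipid droplets imaged by 488-nm laser-scanning cytometry, 500–530 nm intensity and object ratio to cell channel. Percent activity normalized to 20 uM Triacsin C.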
Lipid storage S3 cell count max: second read-out of Lipid storage S3, no call of its own (marks repeat the call); cell number change, %; measured here: cell count max response;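 cells counted by Cell Tracker Red CMTPX staining in the red channel; peak over a dose series mostly up to 46.1 µM; percent activity relative to internal control wells on each plate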
Numbers without * were called inactive; i = inactive; u = inconclusive; x = not tested or not shown; & = joins results of further samples; [ ] = dose if it differs, or a comment. % is set by controls: 0 for no effect and ±100 for the full control effect; potency is the fitted concentration of half-maximal effect.

no.	molecule	Lipid storage S3 cell count max	Lipid storage S3
1	O=C(NCc1ccc(Cl)cc1)C1CCC(CNc2c(N3CCCCC3)c(=O)c2=O)CC1 (stereo unspecified)	23	16%
2	COCCNS(=O)(=O)c1cc(-c2nn(C)c(=O)c3ccccc23)ccc1C	-8	13%
3	Cc1cccc(C)c1N(CC(=O)N1CCN(c2ccccc2F)CC1)S(C)(=O)=O	3	15%
4	CC1CN(C(=O)C(C)OC(=O)c2ccc3ncsc3c2)CC(C)O1 (stereo unspecified)	14	8%
5	CN(C(=O)COC(=O)c1cc(S(=O)(=O)N2CCCCC2)ccc1Cl)c1ccccc1	-12	4%
6	O=C(c1cccc(F)c1)N1CCCc2ccccc21	x	u
7	C=CCc1ccccc1OCC(O)CN(CC)CC (stereo unspecified)	x	u
8	O=C(c1ccccc1)n1ccc(-c2cccs2)n1	16	0%
9	CC[C@H](C)C(=O)N[C@H]1CCCN1C(=O)/C=C/c1ccccc1	x	u
10	O=C1CCC(=O)N1CC(=O)N1CCCc2ccccc21	x	u
11	c1ccc(-c2ccc3c(c2)c2c4n3CCN=C4CCC2)cc1	x	u
12	C[C@@H]1NS(=O)(=O)[C@H]2C[C@@H]3C=C[C@]2(O3)[C@H]1OC(=O)Nc1ccc(C(F)(F)F)cc1[N+](=O)[O-]	6	10%
13	CCc1ccc(OCCSc2nc3ccccc3n2CCC(=O)O)cc1	29	i
14	CC(NS(=O)(=O)c1ccc(F)cc1)C(c1cccs1)N1CCN(C)CC1 (stereo unspecified)	20	6%
15	Cc1cccc(C(=O)N2CCN(c3ccccn3)CC2)c1	1	7%
16	Cc1ccc(C)n1-c1ccsc1C(=O)CC#N	x	u
17	O=C(CSc1ccc2nnc(-c3ccc(F)cc3)n2n1)NCc1ccco1	-14	-8%
18	O=C(Cn1ccc2ccccc2c1=O)NCCC(=O)Nc1cccnc1	x	u
19	CCN1C(=Nc2ccc(Cl)cc2)SC/C1=C\C(=O)OC	-12	0%
20	CC1CCCN(c2ccc(C(=O)NCC3CCCO3)cn2)C1 (stereo unspecified)	x	u
21	Cc1cccc2cc(C#N)c(NCc3ccccc3)nc12	x	u
22	O=S1(=O)NC2CCCCCN2c2ccc(F)cc21 (stereo unspecified)	x	u
23	Cc1ccc(CC2CC(=O)N(CCc3ccccc3)C2=O)cc1 (stereo unspecified)	14	-7%
24	COc1ccc(C2OC(=O)CC2C(=O)N2CCN(c3cc(Cl)ccc3C)CC2)cc1OC (stereo unspecified)	x	u
25	O=C(COc1cccc2cccnc12)N/N=C/c1ccccc1O	2	6%
26	Cc1ccc2cc3c(NC(=O)C(C)C)nn(C)c3nc2c1	1	18%
27	O=C1C2C3CCC(C3)C2C(=O)N1CNc1ccc(F)cc1 (stereo unspecified)	x	u
28	O=C(Nc1ccc(NC(=O)c2cccs2)cn1)c1ccco1	x	u
29	CC(NC(=O)Cn1c(NCCO)nc2ccccc21)C1CC2CCC1C2 (stereo unspecified)	-9	-2%
30	N#C/C(=C\c1cc2c(cc1Br)OCO2)C(=O)NCC1CCCO1 (stereo unspecified)	x	u
31	Cc1c(C#N)c(N)nc2c3c(sc12)NC(=O)CC3c1ccccc1 (stereo unspecified)	x	u
32	C=CC(=O)NCCCc1cc(C(C)(C)C)c(O)c(C(C)(C)C)c1	9	-14%
33	Cc1ccnc(NS(=O)(=O)c2ccc(NC(=O)c3snnc3C)cc2)n1	x	u
34	Cc1[nH]c2ccc(OCc3ccccc3)cc2c1CCN1C(=O)OC(C)(C)C1(C)O (stereo unspecified)	-21	-22%
35	COc1ccc2nc(NC(=O)CSc3nnc(-c4ccoc4C)n3C)sc2c1	x	u
36	CC(=O)N1CCc2cc(S(=O)(=O)CCC(=O)Nc3ccc(Cl)cc3F)ccc21	24	13%
37	C/C(=N/NS(=O)(=O)c1cccc([N+](=O)[O-])c1)c1ccncc1	x	u
38	CCCOc1ccc(-c2nn(-c3ccccc3)cc2/C=C2\SC(N)=NC2=O)cc1C	-6	5%
39	O=C(O)CCC(=O)NCCc1cccc(Cl)c1	18	5%
40	COc1ccc(CCNC(=O)NC23CC4CC(CC(C4)C2)C3)cc1	24	i
41	Cc1ccc(C(=O)N2CCCC(c3ccccc3)=N2)cc1	-24	-4%
42	Cc1ccccc1C(=O)NC1CCS(=O)(=O)C1 (stereo unspecified)	-10	-2%
43	N#Cc1c(NC(=O)CSc2nc3ccccc3s2)sc2c1CCCC2	x	u
44	CCN(CC)C(=O)c1nc[nH]c1C(=O)N1CCN(C(=O)OC(C)(C)C)CC1	x	u
45	Oc1ccccc1C1N=C(c2ccccc2)NC(c2ccccc2)=N1	x	u
46	O=C(Nc1ccccc1C(=O)O)c1cccc(NC(=O)c2ccc(Br)o2)c1	0	13%
47	Nc1nn(-c2ccccc2)c(N)c1N=Nc1ccc2c(c1)OCO2	x	u
48	CC/C(=N\NC(=S)Nc1cccc(C)c1)c1ccccc1	6	-20%
49	Cc1cc(NS(=O)(=O)c2ccc(NC(=O)COc3ccc(Cl)cc3Cl)cc2)no1	x	u
50	CC(=O)N1N=C(c2ccc3ccccc3c2)OC12CCCC2	x	u
51	Nc1nnc(CCCCc2cccs2)o1	x	u
52	CC(Sc1nnc(CN2CCCC2)n1Cc1ccccc1)C(=O)Nc1ccccc1 (stereo unspecified)	x	u
53	CC(C)Nc1nc(NC(C)C)nc(N(C)n2cnnc2)n1	-10	12%
54	O=C(Cn1cnc(S(=O)(=O)N2CCCC2)c1)Nc1cccc(Br)c1	x	u
55	CC(=O)c1ccc(NC(=O)c2ccn[nH]2)cc1	x	i
56	COc1ccc(C2=NC(C(F)(F)F)(C(F)(F)F)c3c(n(C)c(=O)n(C)c3=O)N2)cc1	x	u
57	CC(=O)Nc1ccc(NC(=O)c2cc(-n3cnnc3)ccc2Cl)cc1	x	i
58	Cc1cc(-c2nnc(SCC(=O)Nc3ccc(C(F)(F)F)cc3)n2C)no1	16	-16%
59	CCOC(=O)c1csc(NC(=O)c2ccc(S(=O)(=O)N(CC)CC)cc2)n1	7	5%
60	CCOC(=O)c1c2ccc(OCC(=O)N/N=C/c3ccc(C)cc3)cc2n2ccccc12	x	u

Later entries
no.	molecule	Lipid storage S3 cell count max	Lipid storage S3
61	CCN1CCN(c2c(Cl)cccc2NC(=O)c2ccco2)CC1	x	u
62	CCOC(=O)c1nnn(-c2nonc2N)c1-c1ccc(Cl)cc1	-5	7%
63	CCn1c(=S)sc2c(=O)n(CC(=O)Nc3ccc(OC)c(Cl)c3)c(C)nc21	x	u
64	O=c1c2[nH]c3ccc(F)cc3c2ncn1C1CCCCC1	x	i[9.22 µM]
65	COCCCNC(=O)c1cc(=O)n(Cc2ccc(Cl)cc2)c2ccccc12	x	u
66	C/C(=N\NC(=O)c1cccnc1)c1ccc(-c2ccccc2)cc1	x	u
67	CCN(CC)S(=O)(=O)c1ccc(N2CCOCC2)c(NC(=O)c2ccc(N3CCCC3=O)cc2)c1	x	u
68	O=C(NCCSc1c[nH]c2ccccc12)c1c(F)cccc1F	10	-4%
69	O=C(NCCc1ccc(Cl)cc1)c1cc(S(=O)(=O)N2CCCCC2)c[nH]1	-12	11%
70	COC(=O)CCc1c(C)nn(-c2ccccc2)c1C	8	i
71	c1cc2c3c(cccc3c1)NC1(CCCCC1)N2	x	u
72	CN(C(=O)C1CCCO1)c1nnc(-c2cnccn2)s1 (stereo unspecified)	-17	6%
73	CN(C)Cc1c(O)ccc2c(=O)c(-c3ccc(Cl)cc3)coc12	x	u
74	COC(=O)[C@H](Cc1ccccc1)NC(=O)C1CCN(C(=O)[C@H](C)NS(=O)(=O)c2ccc(C)cc2)CC1	-20	i
75	CCc1[nH]nc2c1C(C(C)C)C(C#N)=C(N)O2 (stereo unspecified)	-18	1%
76	Cc1ccccc1CN(c1ccc(C(=O)N2CCc3ccccc3C2)cc1)S(C)(=O)=O	18	-21%
77	CCOC(=O)Nc1ccc(S(=O)(=O)Nc2nc(C)cc(C)n2)cc1	x	u
78	Cc1cc(CNC(=O)[C@H]2C[C@@H]2[C@H](NP(=O)(c2ccccc2)c2ccccc2)c2ccccc2)nn1C	x	u
79	CCOc1ccc(C2/C(=C(/O)c3ccc(F)cc3)C(=O)C(=O)N2CCCN(C)C)cc1 (stereo unspecified)	x	u
80	CC(C)(C#CC(O)(c1ccccc1)c1ccccc1)N1CCCC1	x	u
81	COCCn1c(SCC(=O)Nc2ncc(C)s2)nc2sc3c(c2c1=O)CCC3	x	u
82	COC(=O)CN1C(c2cccc(Cl)c2)=Nc2ccc(Cl)cc2C1c1ccccc1 (stereo unspecified)	-15	-16%
83	CC(c1ccc(C(C)(C)C)cc1)S(=O)CC(O)CO (stereo unspecified)	-9	i
84	CCn1c(NC(=S)Nc2ccccc2)nc2ccccc21	-16	-12%
85	Cc1nn(-c2ccccc2)nc1C(=O)Nc1nnc(C(F)(F)F)s1	-1	9%
86	CN(NS(=O)(=O)c1ccccc1)c1nc2ccccc2nc1C(F)(F)F	x	u
87	O=C1/C(=C/c2ccncc2)Oc2cc(OS(=O)(=O)c3ccccc3)ccc21	-8	-16%
88	Clc1ccc(N2CCN(Cc3ccc(Br)o3)CC2)cc1	13	9%
89	CC(=O)c1cccc(NC(=O)c2oc(C)nc2C)c1	x	u
90	CCC1CCCCN1CCCNC(=O)CCC(=O)N1CC(C)Oc2ccccc21 (stereo unspecified)	x	u
91	CC(=O)NCCC(=O)Nc1nc(-c2ccccc2Cl)cs1	x	i
92	O=S(=O)(Nn1cnnc1)c1ccc(F)cc1	x	-6%
93	CSc1ncccc1C(=O)NCC(=O)Nc1ccc(F)c(F)c1	10	-2%
94	C=CCNC(=O)COC(=O)c1ccccc1C(=O)N(C)C1CCCCC1	14	1%
95	NC(=NCCc1ccccc1)NS(=O)(=O)c1ccc(F)cc1	13	-2%
96	COc1ccc(NC(C)=O)cc1C#N	x	u
97	CCOC(=O)Cn1c(=N)n(Cc2ccccc2F)c2ccccc21	-1.5*	18µM*
98	O=C(O)c1ccc(Cn2nnc3sc4c(c3c2=O)CCCC4)cc1	x	-24%
99	CC1=CC(C)(C)Nc2ccc(OC(=O)c3cccnc3)cc21	x	u
100	O=C(c1ccc2c(c1)N(Cc1ccccc1)C(=O)c1ccccc1S2)N1CCCC1	x	i
101	COc1ccc(/C=C/C(=O)Nc2cc(F)ccc2C)cc1S(=O)(=O)N1CCOCC1	x	u
102	O=C1CC(N2CCN(c3nc4ccccc4s3)CC2)C(=O)N1Cc1cccs1 (stereo unspecified)	x	u
103	Cc1nc(-c2cccc3ccccc23)ccc1C(=O)O	x	u
104	CCN(CC)S(=O)(=O)c1ccc(N2CCCCC2)c(NC(=O)/C=C/c2cc(OC)c(OC)c(OC)c2)c1	x	u
105	CCN(CC)CCCNCC(=O)Nc1ccc(OC)c(Cl)c1	5	-3%
106	COc1ccc2nc(NC(=O)c3sc4nc(C)cc(C)c4c3N)sc2c1	8	14%
107	Cc1ccc(S(=O)(=O)N2CCOCC2)cc1C(=O)Nc1cccc(S(=O)(=O)N2CCCC2)c1	x	u
108	Nc1nonc1-n1nnc(C(=O)N/N=C/c2ccccc2F)c1CN1CCc2ccccc21	x	u
109	Cc1ccc(C(=O)c2ccccc2C(=O)OCC(=O)NCC2CCCO2)cc1 (stereo unspecified)	x	u
110	COc1ccc(CC(NC(C)=O)C(=O)NC2CCN(c3nc(C)cc(C)c3C#N)CC2)cc1OC (stereo unspecified)	x	19%
111	CCn1c(COc2ccccc2)nnc1SCC(=O)NC1CC1	x	16%
112	Cc1ccc(N2C(=O)CC(Cn3nc(C)cc3C)C2=O)cc1 (stereo unspecified)	x	u
113	Cc1ccc2c(c1)c1nc3ccccc3nc1n2C	x	u
114	O=S(=O)(NCc1nnc2c(C(F)(F)F)cc(Cl)cn12)c1ccccc1	x	u
115	Cc1nc2ccccc2c(=O)n1N(c1ccccc1)c1ccccc1	x	u
116	Cc1ccc(C(=O)Nc2nc(=O)[nH]s2)cc1	26&16	10%&0%
117	O=C(Cn1cc([N+](=O)[O-])cn1)NCCc1nc2ccccc2[nH]1	x	u
118	CCOC(=O)C1CCN(Cc2cnc(Oc3ccc(C(C)(C)C)cc3)s2)CC1	x	i
119	CC(=O)C1=C(O)C(=O)N(Cc2ccco2)C1c1ccc2c(c1)OCO2 (stereo unspecified)	4	17%
120	O=C(CN1C(=O)CC(c2ccccc2)S(=O)(=O)c2ccccc21)NC1CCCC1 (stereo unspecified)	9	3%
121	Oc1ccccc1N1CCN(CC(O)COCc2ccccc2Cl)CC1 (stereo unspecified)	x	u
122	CCC1Oc2ccccc2N(CC(=O)N2CCOCC2)C1=O (stereo unspecified)	x	u
123	CCOC(=O)C1CCN(C(=O)C(=O)N2CCC(C(=O)OCC)CC2)CC1	-4	20%

The list is partial; the hit share may differ from the screen's.
